Screens (PubChem)
PDI inh = PDI (human) enzyme inhibition. P07237. 350,000 compounds, 0.052% hits. inhibition, % at 10 µM. PDI insulin aggregation turbidity, A650, 90 min;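 active means mean inhibition across replicates of 30% or more, whatever share of single replicates reach that level; inconclusive means mean inhibition below 30% while every single replicate reaches 30%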;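 further: absorbance from insulin aggregation driven by PDI reduction with DTT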
MC4R antagonist = antagonists of human melanocortin 4 receptor (MC4R) | P32245 | MC4R-expressing cells, MTII-stimulated cAMP, LANCE TR-FRET | inhibition, % at 6.5 µM | 360,000 compounds, 0.48% hits | AID 540295;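 active means inhibition above its plate's cutoff, the mean of tested wells on that plate plus 3 SD, cut at about 29% in these data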;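 further: 0% = Melanotan II alone and 100% = Melanotan II plus saturating MCL0020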
Target sequence (P32245 whole entry, looked up): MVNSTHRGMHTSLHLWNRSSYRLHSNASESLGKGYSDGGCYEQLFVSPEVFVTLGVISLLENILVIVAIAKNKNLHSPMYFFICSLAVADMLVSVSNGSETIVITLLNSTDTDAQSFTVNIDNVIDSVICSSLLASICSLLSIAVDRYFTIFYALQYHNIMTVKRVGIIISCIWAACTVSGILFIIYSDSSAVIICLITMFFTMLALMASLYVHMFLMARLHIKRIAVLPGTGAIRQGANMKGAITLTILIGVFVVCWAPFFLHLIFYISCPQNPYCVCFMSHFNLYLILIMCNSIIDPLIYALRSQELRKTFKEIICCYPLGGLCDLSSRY
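Material – human MC4R-expressing U2OS cells · Repeats – no replicates · Detection – TR-FRET with Eu-cAMP and labeled anti-cAMP, 671 nm · Times – compound 30 min, challenge 1 h, detection 1 h · Compound – single nominal compound dose of 6.5 µM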
CaV13 FRET inh = Disruptors of the CACNA1D IQ motif to Ca2+-dependent inactivation inhibitor domain association, primary screening, Förster resonance energy transfer in intact living …; HEK cells, CFP/YFP FRET ICDI-IQ, plate reader, 10 min; percent FRET-ratio fall versus neutral wells; inhibition, % at 12.3 µM; 340,000 compounds, 0.098% hits;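 active means mean replicate inhibition of at least 30% and at least 1% of replicates passing that level; inconclusive means only one of the two criteria is met; inactive means neither criterion is met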;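 further: 0% = median of the neutral control wells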
N-glyco inh = N-linked glycosylation inhibition. D54 ERlucT glycosylation luciferase reporter, 24 h; percent of 100 nM tunicamycin response. reporter increase, % at 12.5 µM. 360,000 compounds, 0.23% hits. AID 588692;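 active means mean luciferase reporter signal, scaled so untreated is 0 and the glycosylation-blocking control 100, at or above a set limit in every replicate; inconclusive means mean reaches the limit but not every replicate does; inactive means mean below the limit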;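 further: luciferase carries N-glycosylation sites so blocking glycosylation raises the light; 0% = median of neutral control wells and 100% = median of 100 nM tunicamycin wells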
ABCB6 inh 2 = inhibitors of human ABC transporter ABCB6; Q9NP58; K562-ABCB6 porphyrin accumulation, flow cytometry, 1 h; active compounds read low; 360,000 compounds, 0.19% hits; fluorescence ratio to DMSO, % at 10 µM; AID 602162;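 active means fluorescence ratio to DMSO below 75%, the collection mean minus 3 SD; inconclusive means too few cells collected in the well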;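 further: signal is porphyrin accumulated inside mitochondria; 100% equals median channel fluorescence of DMSO control wells; lower ratio means ABCB6 inhibition with less porphyrin fluorescence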
H9c2 protect = protects H9c2 cardiomyocytes from peroxide injury | H2O2 injury protection, ATPLite, 2 h | protection from H2O2 cell death, % at 20 µM | 360,000 compounds, 0.63% hits | AID 588492;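 active means compounds giving at least 50% protection of heart cells from peroxide-induced death in the single-dose screen, raw or plate-pattern-corrected value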;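 further: 0% = DMSO wells with peroxide and 100% = DMSO wells without peroxide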
MC4R barr agon = human MC4R agonism via beta-arrestin; U2OS MC4R beta-arrestin complementation, luminescence; percent of melanotan II response, DMSO zero; activation, % at 8.9 µM; 360,000 compounds, 0.98% hits; AID 540308;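 active means activation above a per-plate cutoff, the mean activation of sample wells on that plate plus 3 SD, cut at about 8% in these data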
aDG glyco act = alpha-DG glycosylation activation; activation, % at 10 µM; 360,000 compounds, 0.22% hits; Pro5-aDG cells, alpha-DG glycosylation AlphaScreen (IIH6); 0% Pro5, 100% B10-LARGE cell signal;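 active means activation of at least 8% versus controls, or a plate z-score of at least 8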;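 further: Pro5 are CHO cells carrying HIG-tagged alpha-DG that lacks glycosylation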
Vif inh = inhibitors of HIV Vif | HEK293T cells, Vif self-association by quenched fluorescence, imaging, 24 h | 340,000 compounds, 0.35% hits | AID 602346 | inhibition, % at 7.49 µM; in the data active means inhibition above about 50%, passing the limit was not always enough; inconclusive means no clear call, values can overlap the other calls; inactive means below about 31%; further: some results filed as inactive read as strong as hits
m5-HT2A agonist = activates the mouse 5-HT2A serotonin receptor | CHO-K1 mHTR2A beta-arrestin complementation, luminescence; percent of 30 µM serotonin response | 360,000 compounds, 0.66% hits | P35363 | activation, % at 7.6 µM;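 active means activation above a run cutoff, the mean activation of all tested compounds plus 3 SD, cut at about 14% in these data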;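 further: 0% = plate median of compound wells and 100% = 30 µM serotonin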
Target sequence (P35363 whole entry, looked up): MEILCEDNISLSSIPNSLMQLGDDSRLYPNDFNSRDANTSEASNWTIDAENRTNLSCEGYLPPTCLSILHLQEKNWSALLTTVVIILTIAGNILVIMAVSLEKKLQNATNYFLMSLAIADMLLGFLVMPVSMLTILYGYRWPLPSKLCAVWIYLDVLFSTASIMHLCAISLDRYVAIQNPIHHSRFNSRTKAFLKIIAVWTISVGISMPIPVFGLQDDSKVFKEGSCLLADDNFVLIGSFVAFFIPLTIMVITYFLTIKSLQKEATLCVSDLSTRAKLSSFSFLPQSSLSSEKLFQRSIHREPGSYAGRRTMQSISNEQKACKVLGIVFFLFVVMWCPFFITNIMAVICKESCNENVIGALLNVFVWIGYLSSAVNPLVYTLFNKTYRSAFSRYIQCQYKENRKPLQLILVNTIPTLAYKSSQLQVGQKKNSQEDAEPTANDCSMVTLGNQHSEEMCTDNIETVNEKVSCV
Starred values were filed as active, the others as inactive; ? = inconclusive; . = no result given.

SMILES | PDI inh | MC4R antagonist | CaV13 FRET inh | N-glyco inh | ABCB6 inh 2 | H9c2 protect | MC4R barr agon | aDG glyco act | Vif inh | m5-HT2A agonist
O=C1C2C3C=CC(C3)C2C(=O)N1Nc1ccc([N+](=O)[O-])cc1[N+](=O)[O-] (stereo not drawn) | 1.9 | 23.6 | -4.5 | 4.0 | 100.0 | -3.6 | -0.9 | 0.0 | -0.7 | -4.2
CC(C)C1N(C(N)=S)N=CC1(C)C (stereo not drawn) | -3.3 | 1.7 | -3.3 | 1.0 | 101.0 | -2.4 | -1.3 | -0.1 | 16.2 | 5.5
CNC(=S)NNC(=O)c1cccc(N(C)C)c1 | 0.2 | 0.3 | 4.1 | 2.4 | 88.0 | -0.2 | -0.6 | -0.1 | -5.2 | -0.3
Cc1cccc(OCc2n[nH]c(=S)n2Cc2ccccc2)c1 | 4.6 | 3.7 | 6.4 | -1.7 | 87.0 | 5.0 | -2.7 | 0.6 | 5.6 | 1.9
COc1ccc(S(=O)(=O)N2CCNCC2)cc1 | -5.7 | 18.3 | -2.1 | 0.1 | 98.0 | 3.6 | 0.2 | -0.1 | -5.3 | -0.1
CCOc1ccc(Cc2nnc(N)s2)cc1OCC | 0.5 | 7.5 | -5.5 | -0.9 | 99.0 | 4.5 | -1.1 | -0.2 | 13.2 | 5.3
O=C(Nc1ccccc1C(=O)NCCCN1CCOCC1)c1ccc(F)cc1F | 0.8 | 13.1 | . | 1.1 | 102.0 | -0.3 | -1.3 | 0.2 | 6.8 | 1.4
CN(CCCn1cnc2c(OCc3ccccc3)ncnc21)CCc1ccccn1 | -1.5 | -1.0 | -2.9 | -0.4 | 99.0 | 15.7 | -0.4 | 0.1 | -2.8 | -4.2
Cc1noc(C)c1C(=O)NCCc1ccc(Cl)cc1 | 2.0 | 2.5 | -4.2 | 2.1 | 96.0 | -3.9 | -0.2 | -0.1 | -9.3 | 3.6
Cc1nn(CC(=O)NCCc2ccc(Cl)cc2)c(=O)c2cccn12 | 1.8 | 8.1 | -6.3 | -0.5 | 102.0 | 8.7 | -1.8 | 0.0 | 10.1 | 4.5
COCCNc1nc(NCc2ccccc2)c2cnn(C)c2n1 | -2.7 | 3.7 | -15.7 | -1.0 | 93.0 | -4.0 | -0.6 | 0.1 | -6.7 | -2.1
COc1ccc(NC(=O)/C(C#N)=C/c2ccc(-c3ccc(Cl)c(C(=O)O)c3)o2)cc1 | 3.7 | -4.6 | -10.8 | 1.5 | 109.0 | -19.9 | -1.4 | -0.1 | 5.5 | -0.2
Cc1oc(-c2ccccc2)cc1C(=O)NC1CCN(Cc2ccccc2)CC1 | -1.4 | 7.4 | -11.9 | 0.5 | 96.0 | 1.6 | 0.1 | 0.0 | -4.0 | -6.8
Cc1noc(C)c1CSc1nnnn1-c1ccc(Cl)cc1 | 10.2 | 19.1 | 0.1 | -0.6 | 100.0 | -5.7 | 0.2 | 0.8 | -2.5 | -1.3
Cc1ccc(OCCNC(=O)CCNS(=O)(=O)c2ccc(C)cc2)cc1 | 8.4 | 1.4 | -5.4 | 0.0 | 93.0 | -3.6 | 0.3 | 0.2 | 3.2 | -6.6
Cc1ccc(NC(=O)CCC(=O)NCCO)cc1 | -1.3 | 8.4 | -5.4 | 1.3 | 100.0 | -4.4 | -2.4 | 0.0 | -17.2 | 5.1
COCCNC(=O)C(c1ccccc1)N(Cc1cccs1)C(=O)Cn1nnc2ccccc21 (stereo not drawn) | 7.1 | 0.9 | -3.5 | -0.5 | 99.0 | 0.2 | -0.1 | 0.0 | 4.8 | 2.6
O=C(N/N=C/c1ccc(OC(=O)c2cccs2)cc1)c1ccc(F)cc1 | -1.1 | 0.0 | -3.3 | -3.1 | 100.0 | -4.7 | -1.1 | 0.1 | -4.7 | 1.9
CC(C(=O)N1CCCCC1)N1CCN(S(=O)(=O)c2ccc(Cl)cc2)CC1 (stereo not drawn) | -4.8 | 4.7 | -5.8 | -0.5 | 104.0 | 12.1 | 0.9 | -0.1 | -0.1 | 7.4
COc1ccc(N(CC(=O)Nc2nc3ccc(C)cc3s2)S(=O)(=O)c2c(C)nn(C)c2C)cc1 | . | 9.7 | -6.2 | 0.9 | 97.0 | 5.5 | -1.9 | 0.2 | 2.1 | -7.6
O=C(Cc1cccc(NC(=O)C2CCCN(C(=O)C3CCC3)C2)c1)Nc1cccc(C(=O)N2CCCC2)c1 (stereo not drawn) | 0.2 | 3.2 | -9.2 | 2.5 | 98.0 | -3.4 | -0.9 | 0.3 | -5.7 | -3.7
CC(C)C1(CCNC(=O)c2cccs2)CCOC(C)(C)C1 (stereo not drawn) | -1.8 | 16.3 | -4.5 | 0.1 | 95.0 | -3.1 | -0.8 | 0.0 | ? | -1.6
COCCCNc1nc2c(-c3cccc(C(F)(F)F)c3)nnn2c2ccccc12 | . | 3.9 | -7.0 | 1.7 | 99.0 | 7.3 | 0.7 | 0.1 | . | -4.3
Cc1cccn2c(=O)cc(COC(=O)C(C)Oc3ccccc3)nc12 (stereo not drawn) | 0.3 | 11.9 | -2.5 | -0.4 | 100.0 | 11.3 | 0.7 | -0.2 | -1.1 | 2.1
CCOc1ccc2ccc(OCC)c(/C=N/n3cnnc3)c2c1 | -3.3 | -2.0 | -21.0 | 8.7 | 101.0 | -1.2 | -1.9 | 0.0 | -3.9 | 9.4
(listing goes on)
SMILES | PDI inh | MC4R antagonist | CaV13 FRET inh | N-glyco inh | ABCB6 inh 2 | H9c2 protect | MC4R barr agon | aDG glyco act | Vif inh | m5-HT2A agonist
Cn1c(=O)c2c(n(Cc3ccccc3)c1=O)NC(=O)C2CC(=O)O (stereo not drawn) | 4.0 | 2.2 | -4.2 | -1.5 | 97.0 | 1.1 | 3.3 | 0.3 | 8.7 | -0.1
COCCNC(=O)CSc1ccc(C)cc1 | 0.7 | 3.1 | -4.2 | 1.1 | 106.0 | -2.7 | -1.6 | -0.1 | -3.1 | -2.4
CC(=NO)c1cc(Br)c2cccc3c2c1CC3 | 3.0 | 0.1 | -5.1 | -1.6 | 98.0 | -9.5 | -1.0 | 0.3 | 30.6 | -1.1
COC(=O)c1ccn(Cc2ccccc2Cl)n1 | -0.6 | 11.4 | . | -2.0 | 99.0 | -7.2 | 0.1 | 0.0 | 4.2 | 0.7
COc1ccc(OC)c(-c2csc(NC(=O)Cc3cc(OC)c(OC)c(OC)c3)n2)c1 | -9.7 | 18.0 | -7.1 | 3.9 | 97.0 | -6.4 | 2.6 | 0.9 | -9.5 | -2.6
COc1ccc(N2C(=O)CSC2c2cccc(F)c2)cc1 (stereo not drawn) | 0.8 | 0.0 | -4.3 | -2.9 | 74.0* | 4.5 | -2.0 | 0.0 | 3.9 | 1.6
COc1ccc(Cn2c(C)nc3c(c(=O)c4ccccc4n3C)c2=O)cc1 | 5.6 | -2.2 | 6.7 | 0.8 | 100.0 | -3.3 | -1.0 | 0.1 | -6.1 | -2.1
COc1ccc(Nc2nnc(-c3ccc(C(N)=O)cc3)c3ccccc23)cc1 | 0.5 | -9.0 | -6.7 | -1.0 | 95.0 | 3.7 | -1.1 | 0.0 | -10.9 | 1.7
CCN(CC)CCCNC1CCS(=O)(=O)C1 (stereo not drawn) | 6.2 | 2.8 | -5.7 | 1.4 | 96.0 | -3.7 | 0.6 | -0.3 | -2.8 | -1.9
CC(=O)c1ccc(S(=O)(=O)NCc2ccc(C(=O)NCC(c3ccccc3)N(C)C)cc2)cc1 (stereo not drawn) | 0.6 | -3.6 | -3.9 | -5.7 | 89.0 | 0.0 | -1.1 | -0.1 | -4.4 | -5.8
COc1nc(C#N)nc(N(C)C)n1 | -1.5 | 2.8 | -6.2 | -0.1 | 94.0 | 4.2 | -1.7 | 0.0 | 15.3 | 1.9
Cc1cc(NC(=O)C(C)SCC(=O)OC(C)C(=O)Nc2cccc(C#N)c2)no1 (stereo not drawn) | 7.6 | 16.3 | -6.3 | 2.7 | 112.0 | -1.3 | 3.3 | 0.1 | -1.1 | 1.5
COCCCNC(=O)c1ccccc1N(Cc1ccccc1)S(=O)(=O)c1ccc(OC)cc1 | -6.5 | 18.3 | -3.5 | 3.5 | 86.0 | -0.1 | -0.9 | 0.1 | -6.9 | -2.2
CC(C)CSc1nc2ccccc2n1CC(N)=O | -2.7 | 1.5 | -9.5 | -1.9 | 95.0 | 2.8 | -1.5 | -0.1 | 6.4 | 3.0
CN1CCc2c(C#N)c(N3CCOCC3)nc(NCC3CCCO3)c2C1 (stereo not drawn) | -0.5 | 4.6 | -4.7 | 2.4 | 106.0 | 5.4 | 3.2 | 0.0 | 11.0 | -5.9
CCCc1cc(NCCOCCO)n2c(nc3ccccc32)c1C#N | -4.1 | 5.8 | -10.6 | 1.1 | 94.0 | -1.2 | -0.7 | 0.6 | 0.3 | -0.2
COc1ccc2c(c1)Cc1sc(NC(=O)c3ccccc3)nc1-2 | -3.1 | 11.8 | -5.2 | 0.7 | 91.0 | -12.4 | 3.6 | -0.2 | 0.3 | 1.1
Cc1ccccc1NC(=O)C(=Cc1ccc(C(=O)O)cc1)C(=O)Nc1ccccc1C | -2.1 | 3.4 | -6.6 | 1.5 | 95.0 | -6.4 | 0.7 | 0.2 | ? | -1.9
O=C(CNS(=O)(=O)c1c(F)cccc1F)NC1CCCc2ccccc21 (stereo not drawn) | 2.0 | 4.2 | -4.8 | -1.9 | 97.0 | 8.4 | 0.6 | 0.2 | 29.3 | -1.6
CC1CC(C)CN(CCCNC(=O)CN2C(=O)COc3ccc(S(=O)(=O)N4CCOCC4)cc32)C1 (stereo not drawn) | -1.9 | 5.1 | -4.8 | 1.7 | 100.0 | 0.0 | -2.5 | -0.2 | -3.3 | -2.9
N#Cc1cccc(NC(=O)CCNC(=O)c2ccccc2Cl)c1 | 0.0 | 6.7 | -20.8 | 2.5 | 97.0 | 6.4 | -1.2 | 0.1 | 1.2 | -0.7
NS(=O)(=O)c1ccc2nc(NC(=O)Nc3ccc(F)cc3)sc2c1 | 6.8 | 12.1 | -4.9 | 1.1 | 97.0 | 0.2 | -2.2 | -0.1 | 5.6 | -4.9
Cc1cc(C)c(Cn2c(=O)[nH][nH]c2=O)cc1Cn1c(=O)[nH][nH]c1=O | 11.9 | 15.1 | -5.1 | 1.4 | 96.0 | 0.1 | -2.5 | -0.2 | -2.6 | -4.8
COc1ccc(C)cc1C1=Nc2ccccc2C1(C)C | 0.1 | 6.2 | -13.7 | 0.8 | 96.0 | 0.8 | -1.8 | 0.2 | -16.3 | 4.9
CCOc1ccc(OCCC(=O)OCC(=O)Nc2cc(S(=O)(=O)N3CCOCC3)ccc2OC)cc1 | 2.1 | 17.9 | -2.8 | 1.2 | 100.0 | -5.6 | -2.6 | 0.0 | -2.2 | -7.7
